Source: PubChem BioAssay (National Center for Advancing Translational Sciences (NCATS))
A549 viability: Nrf2 qHTS screen for inhibitors: counterscreen for cytotoxicity; A549 ARE-Fluc cells, CellTiter-Fluor viability, 18-24 h; Potency, µM (series often up to 46 µM), without a hit: at the top dose activity change, negative = cytotoxicity, usual class: inhibitors; 0.16% of 390,000 active; AID 504648, 2011; further: potency means the concentration at half of the fitted maximal effect; on the % scale 0 is the no-effect control and ±100 the full control effect
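A549 ARE_Fluc cells in 5% FBS OPTI-MEM were exposed to compounds in concentration-response for 18-24 h at 37 deg C. Viability was read by CellTiter-Fluor fluorescence (Ex 405/Em 525) after 30 min, before the luciferase read.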
HepG2 viability: qHTS for Inhibitors of TGF-b: Cytotox Counterscreen; HepG2 CAGA-GFP viability, ATP luminescence, 18 h; 0.76% of 410,000 active; AID 588856, 2011; Potency, µM (highest dose often 46.1 µM), inactives show at the top dose activity change, negative = cytotoxicity, actives largely listed as cytotoxic; further: potency means the concentration at half of the fitted maximal effect; some results filed as inactive show a strong effect at the top dose
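CellTiter-Glo luminescence gave cytotoxicity after 18 hours at 37 degrees C. The cells were HepG2 CAGA-GFP in 1% FBS DMEM, stimulated with 500 pg/mL TGF-beta after compound addition. %Activity was normalised to no-cell wells (complete cell-killing) and DMSO (no toxicity), and curves were fitted and classified.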
TGFb SMAD3 inh: qHTS for Inhibitors of TGF-b; HepG2 CAGA-GFP TGF-b/SMAD3 reporter, GFP fluorescence, 18 h; TGF-beta stimulated, 500 pg/mL final; Potency, µM (doses to about 46.1 µM), without a hit: at the top dose activity, negative = inhibition, actives largely listed as inhibitors; 1.2% of 410,000 active; AID 588855, 2011; further: potency means the concentration at half of the fitted maximal effect; on the % scale 0 is the no-effect control and ±100 the full control effect; nearly all actives have a fitted effect of over 65% in size
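First, reporter cells (HEPG2 CAGA-GFP) rested 2 h at 37 degrees C. Next, compounds were pinned in and TGF-beta added to 500 pg/mL final. After 18 h, GFP was imaged per cell and summed per well.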
ATXN viability: Viability Counterscreen for Primary qHTS for Inhibitors of ATXN expression; AID 651635, 2014; Potency, µM (doses to about 56.7 µM), usual class: cytotoxic; 0.49% of 400,000 active; S2 cells (HEK-293 line with an ATXN2-luciferase reporter) viability, CellTiter-Fluor protease fluorescence, 24 h; further: potency means the concentration at half of the fitted maximal effect; nearly all actives have a fitted effect of over 40% in size
IL2 activator: qHTS of IL-2 Activators; IL-2 activation reporter assay, cell-based qHTS; stimulated with anti-CD3/CD4/CD28 beads; in transgenic mouse T cells; activation, % (series mostly up to about 46 µM); 0.065% of 360,000 active; in the data active means activation above about 50%; inconclusive means mostly about 30% to 49%; further: 0% is about no effect
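EGFP and DsRed fluorescence is measured by plate cytometry in unstimulated transgenic mouse T cells exposed to compound for 60 minutes, then stimulated 18 hours at 37 degrees C with anti-CD3/anti-CD4 beads plus anti-CD28.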
Nrf2 ARE act: qHTS of Nrf2 Activators; AREc32 ARE-luciferase reporter (MCF7-derived line), luminescence, 24 h; Potency, µM (series often up to 46.1 µM), inactives show top-dose activation, actives largely listed as activators; 0.31% of 410,000 active; further: potency means the concentration at half of the fitted maximal effect; % of control where 0% means no effect; nearly all actives have a fitted effect of over 65% in size
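ARE activation measured as luciferase luminescence (Steady-Glo, 30 min RT) in AREc32_Fluc cells after 24 hr compound exposure at 37 deg C, 5% CO2; cells seeded overnight at 1000/well in OPTI-MEM, 5% FBS.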
ATXN2 expr inh: Primary qHTS for Inhibitors of ATXN expression | HEK-293 ATXN2-luciferase reporter, luminescence, 24 h | 0.72% of 360,000 active | Potency, µM (highest dose often 57 µM), without a hit: at the top dose activity change, negative = inhibition, usual class: inhibitors; further: potency means the concentration at half of the fitted maximal effect; on the % scale 0 is the no-effect control and ±100 the full control effect; nearly all actives have a fitted effect of over 55% in size
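ATXN2-luciferase reporter cells (luciferase flanked by upstream and downstream ATXN2 gene portions) were treated 24 h at 37 °C with compounds at up to 57 uM. SteadyGlo luminescence gave expression; GF-AFC fluorescence gave viability.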
EPAC2 ag: qHTS for Agonist of cAMP-regulated guanine nucleotide exchange factor 4 (EPAC2): primary screen; Potency, µM (highest dose often 154 µM), without a hit: top-dose activation, hits mostly activators; EPAC2 activation, biochemical qHTS; response scale: 100% = 6.5 mM cAMP response; 0.079% of 360,000 active; further: potency means the concentration at half of the fitted maximal effect; nearly all actives have a fitted effect of over 50% in size
Target sequence (Q8WZA2 whole entry, looked up): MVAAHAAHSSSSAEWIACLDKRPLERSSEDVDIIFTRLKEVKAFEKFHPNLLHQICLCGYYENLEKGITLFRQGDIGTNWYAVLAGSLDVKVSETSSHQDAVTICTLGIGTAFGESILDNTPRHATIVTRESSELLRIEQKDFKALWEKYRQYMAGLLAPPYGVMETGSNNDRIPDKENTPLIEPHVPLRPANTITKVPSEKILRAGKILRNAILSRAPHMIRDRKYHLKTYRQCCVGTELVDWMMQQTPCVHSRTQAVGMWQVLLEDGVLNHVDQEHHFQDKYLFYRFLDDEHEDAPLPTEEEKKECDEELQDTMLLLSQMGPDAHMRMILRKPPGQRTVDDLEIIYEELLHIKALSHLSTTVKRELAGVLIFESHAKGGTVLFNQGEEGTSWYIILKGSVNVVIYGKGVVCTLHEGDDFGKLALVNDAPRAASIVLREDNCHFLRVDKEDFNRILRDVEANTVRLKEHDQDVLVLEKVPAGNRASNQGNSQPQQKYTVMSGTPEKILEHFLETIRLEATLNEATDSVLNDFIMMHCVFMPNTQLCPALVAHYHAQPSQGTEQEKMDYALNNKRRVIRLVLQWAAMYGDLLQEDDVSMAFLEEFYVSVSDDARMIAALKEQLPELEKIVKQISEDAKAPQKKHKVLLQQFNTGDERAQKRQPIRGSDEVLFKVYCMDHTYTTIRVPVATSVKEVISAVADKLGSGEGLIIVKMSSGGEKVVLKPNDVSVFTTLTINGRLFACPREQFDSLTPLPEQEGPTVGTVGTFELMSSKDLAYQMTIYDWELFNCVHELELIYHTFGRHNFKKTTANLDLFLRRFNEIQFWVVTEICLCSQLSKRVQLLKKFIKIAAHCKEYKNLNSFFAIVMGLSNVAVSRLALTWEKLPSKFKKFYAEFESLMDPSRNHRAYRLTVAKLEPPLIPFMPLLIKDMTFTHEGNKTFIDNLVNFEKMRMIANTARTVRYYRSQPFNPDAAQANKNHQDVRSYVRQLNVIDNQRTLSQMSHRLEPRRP
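qHTS, titration series. 100 nM EPAC2 / 250 nM Rap1B-BODIPY-GDP / 50 uM GDP; RT; ex 480/em 540 nm, 5-min reads to 30 min. Norm. to 6.5 mM cAMP = activation.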
Nrf2 inh: Nrf2 qHTS screen for inhibitors. A549 ARE-Fluc reporter, luciferase luminescence, 18-24 h. 2.1% of 360,000 active. Potency, µM (highest dose often 46 µM), without a hit: at the top dose activity change, negative = inhibition, usual class: inhibitors; further: potency means the concentration at half of the fitted maximal effect; on the % scale 0 is the no-effect control and ±100 the full control effect; nearly all actives have a fitted effect of over 60% in size
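Cells were seeded and rested 2 h, then exposed to compounds for 18-24 h. CellTiter-Fluor was read first as a viability measure. BugLite was added 15 min before the final luminescent read of ARE-luciferase activity in A549 cells.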
The depositor's hits bear a star; i = inactive; u = inconclusive; x = not tested or not shown; [ ] = another dose, or the depositor's remark. Unless noted, the call rests on the fitted dose curve; in most records, active means well fitted curve in the direction sought with a large enough effect; inconclusive means small, poorly fitted or top-dose-only effect, or another doubt; inactive means no such curve, though single readings can be large; an effect the other way counts as inactive or inconclusive.

SMILES	A549 viability	HepG2 viability	TGFb SMAD3 inh	ATXN viability	IL2 activator	Nrf2 ARE act	ATXN2 expr inh	EPAC2 ag	Nrf2 inh
COc1ccc(CN2CCC(Cc3ccccc3)CC2)cc1OC	-5%	-27%	-3%	i	0.3	-0.4%	u	1%	-25%
Cn1nc(C(=O)Nc2nc3ccccc3[nH]2)c2ccccc2c1=O	-3%	1%	14%	i	0.6	13%	28%	-5%	22%
CCC1CCCCN1Cc1nc2c(c(=O)n(C)c(=O)n2C)n1CCCc1ccccc1 (centres undefined)	1%	-4%	-3%	x	-3.6	0.0%	-15%	-8%	16%
O=C(CN1N=C(c2ccc(Cl)cc2)CCC1=O)NCCc1ccc(Cl)cc1	9%	-33%	u	x	x	3.2%	x	x	x
O=C(Nc1cc2c(cc1C(=O)c1ccc(Br)cc1)OCCO2)c1ccc(Cl)cc1	-1%	-10%	-12%	x	x	0.0%	x	x	-2%
CN(C)S(=O)(=O)c1ccc(C(=O)NC2CCCc3ccccc32)cc1 (centres undefined)	1%	2%	28%	i	0.9	0.2%	4%	-12%	u
COc1ccc(-c2nc(SCC(=O)NCc3ccco3)c(-c3ccccc3)[nH]2)cc1OC	-6%	0%	3%	i	-2.1	3.7%	1%	4%	-5%
Cc1ccc(CSC2=Nc3ccccc3C3=NC(CCC(=O)NCc4ccco4)C(=O)N23)cc1 (centres undefined)	3%	-10%	-14%	i	-0.4	0.5%	5%	10%	2%
CCCCCCC(=O)N(O)C1CC(=O)N(Cc2ccccc2)C1=O (centres undefined)	-5%	-26%	11%	i	-4.1	u	0%	7%	u
COc1ccccc1-n1cnnc1SCc1csc(-c2ccccc2)n1	0%	-21%	-4%	i	0.3	4.3%	-9%	11%	-11%
Cc1nn(CCCC(=O)NCc2cccc(F)c2)c(=O)c2nn(-c3ccccc3)c(C)c12	4%	-15%	-41%	x	x	4.7%	x	x	5%
COC(=O)c1ccc(/C=N/Nc2nc(C)c(C)s2)cc1	-2%	-9%	u	x	-0.2	8.0%	105%[activator]	3%	u
Cc1cc2sc3ccc(C#CC4(O)CCCCC4)cc3c(=O)c2cc1C	-4%	-6%	0%	i	0.6	-0.9%	-59%	-6%	0.21µM*
COc1ccc(-n2sc3ccc(F)cc3c2=O)cc1	13%	-65%	u	25µM*	-0.8	0.2%	u	14%	-9%
Cc1ccc(S(=O)(=O)N(Cc2cccc(C)c2)C(=O)N2CCN(C)CC2)cc1	0%	13%	12%	i	-1.6	-0.3%	5%	-4%	u
O=C(O)COc1ccccc1/C=N/NC(=O)CSc1nc2ccccc2n1Cc1ccccc1	-17%	20%	7%	i	-3.4	0.1%	0%	-8%	-9%
CC(Sc1nnc(-c2ccco2)n1N)C(=O)NCc1ccc2c(c1)OCO2 (centres undefined)	-2%	5%	-3%	i	0.3	-0.7%	8%	0%	16%
COc1cc(CNC2CCCCC2OC)cc(OC)c1 (centres undefined)	0%	-3%	-17%	i	-1.2	0.7%	x	0%	3%
Cc1ccccc1OCC(=O)N/N=C/c1ccc(N(C)C)cc1	-14%	0%	4%	i	-2.3	-0.7%	2%	-6%	-14%
Cn1cnnc1SC1CCCCC1NS(=O)(=O)c1ccc(Cl)cc1 (centres undefined)	2%	-1%	-5%	i	-1.4	-0.1%	3%	7%	25%
CC1=C(C(=O)OCc2ccc([N+](=O)[O-])cc2)N2C(=O)C(NC(=O)Cc3ccccc3)C2SC1 (centres undefined)	-1%	5%	16%	i	-0.5	-1.0%	11%	-2%	17%
COc1cc(C2Nc3ccccc3C(=O)N2c2ccccc2)ccc1O (centres undefined)	-7%	-15%	9%	i	0.8	2.4%	27%	7%	u
COc1ccc2c(c1)[nH]c1c(N3CCN(Cc4ccc5c(c4)OCO5)CC3)ncnc12	-6%	-53%	20µM*	10µM*	-0.5	0.5%	14µM*	8%	13µM*
O=C(Nc1ccccc1)/C(=C\c1ccc(F)cc1)NC(=O)c1ccco1	2%	0%	-1%	i	-0.1	-0.5%	-3%	4%	-1%
COC1CCN(C(=O)c2cc(COc3ccc(-n4cncn4)cc3)on2)CC1	7%	5%	-2%	i	0.3	1.9%	x	2%	-10%

The results go on.
SMILES	A549 viability	HepG2 viability	TGFb SMAD3 inh	ATXN viability	IL2 activator	Nrf2 ARE act	ATXN2 expr inh	EPAC2 ag	Nrf2 inh
Cn1nc(C(=O)NCC(c2cccs2)N2CCOCC2)c2ccccc2c1=O (centres undefined)	3%	-14%	u	i	-0.3	7.2%	-16%	10%	-5%
CCOC(=O)CSc1nc(N)nc(C)c1Br	0%	-1%	-6%	i	0.6	7.2%	5%	1%	x
COc1ccc(OC)c(NC(=O)C2=C(C)NC(=O)NC2c2cccs2)c1 (centres undefined)	4%	25%	-1%	i	-2.1	0.5%	-6%	-1%	-9%
COc1ccc(NC(=S)NCCCN2CCOCC2)cc1	4%	15%	-2%	i	2.7	0.0%	-16%	1%	4%
O=C(CCc1nnc2ccc(NCc3ccccc3)nn12)NC1CCCC1	-4%	5%	3%	i	-2.3	0.0%	8%	0%	u
c1ccc(Oc2ccc(-c3cc(NCCc4cccnc4)n4nccc4n3)cc2)cc1	x	-18%	1%	i	-0.5	0.3%	0%	16%	x
O=C(O)C1C2C=CC(C2)C1C(=O)N1CCN(C/C=C/c2ccccc2)CC1 (centres undefined)	-4%	0%	-1%	i	-0.6	-1.2%	-5%	0%[15.6 µM]	9%
C[C@H](/C=C/[C@@]1(O)[C@H](C)C[C@H](O)CC1(C)C)O[C@@H]1O[C@H](CO)[C@@H](O)[C@H](O)[C@H]1O	-1%	-3%	-10%	i	-0.1	0.1%	1%	4%	10%
O=S(=O)(c1cccc2nonc12)N1CCCCCC1	-1%	11%	-3%	u	0.5	-0.4%	x	5%	-20%
CCN(CC(=O)Nc1ccc(NC(C)=O)cc1)CC(=O)Nc1ccccc1C(=O)c1ccccc1	-16%	-2%	3%	i	-0.5	4.6%	30%	5%	-28%
O=c1c2cc(-c3ccccc3)sc2nc2n1N=C(c1ccccc1)CS2	2%	-1%	1%	i	-0.6	0.0%	75%[activator]	10%	u
Cc1ccc(C)c(-c2nnc(NC(=O)CCS(=O)(=O)c3ccc(F)cc3)o2)c1	4%	5%	9%	i	-0.5	3.2%	0%	1%	-9%
O=C(NNC(=O)c1ccc2nc[nH]c2c1)c1ccccc1	-2%	-4%	2%	u	-0.2	-0.3%	x	2%	21%
CCOC(=O)C1CCCN(C(=O)/C=C/c2ccccc2)CC1 (centres undefined)	x	-2%	4%	i	-0.5	-0.8%	13%	0%	x
OCCNc1nc2nonc2nc1NCCO	-1%	-2%	u	i	-2.3	-0.8%	x	7%	2%
CCc1nc(SCC(=O)NCCc2ccc(OC)c(OC)c2)c2c(=O)n(C)c(=O)n(C)c2n1	-7%	1%	-1%	i	-3.0	-0.8%	6%	-2%	-2%
CC(C)(C)[C@H]1C=C(C(=O)N2CCN(Cc3ccc4c(c3)OCO4)CC2)O[C@@H](OCCCCO)C1	0%	1%	u	i	2.0	0.4%	1%	1%	0%
Cc1cc(C)c2nc(-c3ccccn3)cc(C(=O)NCCc3ccc(S(N)(=O)=O)cc3)c2c1	-15%	0%	2%	i	-2.8	2.2%	-12%	5%	-3%
CCC(CC)NC(=O)COC(=O)c1ccc2c(c1)C(=O)N(Cc1ccco1)C2=O	0%	-14%	-1%	i	-4.1	-0.8%	9%	0%	1%
COCCCNC(=O)COc1ccc(S(=O)(=O)NCc2ccccc2)cc1Cl	0%	14%	7%	i	-0.8	0.4%	4%	-3%	-17%
COc1ccc(-c2c(-c3cc(OC)cc(OC)c3)n(C)c3ccc(-c4cnc(OC)nc4)cc23)cc1	-1%	-5%	4%	i	0.3	2.8%	-6%	3%	u

Structural class, the compounds so far with an aryl thioether with sulfur outside any ring (7)
SMILES	A549 viability	HepG2 viability	TGFb SMAD3 inh	ATXN viability	IL2 activator	Nrf2 ARE act	ATXN2 expr inh	EPAC2 ag	Nrf2 inh
COc1ccc(-c2nc(SCC(=O)NCc3ccco3)c(-c3ccccc3)[nH]2)cc1OC	-6%	0%	3%	i	-2.1	3.7%	1%	4%	-5%
COc1ccccc1-n1cnnc1SCc1csc(-c2ccccc2)n1	0%	-21%	-4%	i	0.3	4.3%	-9%	11%	-11%
O=C(O)COc1ccccc1/C=N/NC(=O)CSc1nc2ccccc2n1Cc1ccccc1	-17%	20%	7%	i	-3.4	0.1%	0%	-8%	-9%
CC(Sc1nnc(-c2ccco2)n1N)C(=O)NCc1ccc2c(c1)OCO2 (centres undefined)	-2%	5%	-3%	i	0.3	-0.7%	8%	0%	16%
Cn1cnnc1SC1CCCCC1NS(=O)(=O)c1ccc(Cl)cc1 (centres undefined)	2%	-1%	-5%	i	-1.4	-0.1%	3%	7%	25%
CCOC(=O)CSc1nc(N)nc(C)c1Br	0%	-1%	-6%	i	0.6	7.2%	5%	1%	x
CCc1nc(SCC(=O)NCCc2ccc(OC)c(OC)c2)c2c(=O)n(C)c(=O)n(C)c2n1	-7%	1%	-1%	i	-3.0	-0.8%	6%	-2%	-2%
